Screens deposited in PubChem BioAssay by National Center for Advancing Translational Sciences (NCATS).
Nrf2 activator: activators of Nrf2 (ARE) signaling | AREc32 ARE-luciferase reporter (MCF7-derived line), luminescence, 24 h | Potency, µM (doses to about 46.1 µM), for inactives: at the top dose activation, hits mostly activators | 0.31% of 410,000 active; also: potency is read from the fitted curve at half-maximal effect; % of control where 0% means no effect; nearly all actives have a fitted effect of over 65% in size
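ARE activation measured as luciferase luminescence (Steady-Glo, 30 min RT) in AREc32_Fluc cells after 24 hr compound exposure at 37 deg C, 5% CO2; cells seeded overnight at 1000/well in OPTI-MEM, 5% FBS.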
A549 viability: kills or reduces viability of A549 cells in Nrf2 counter-screen; A549 ARE-Fluc cells, CellTiter-Fluor viability, 18-24 h; 0.16% of 390,000 active; Potency, µM (top dose mostly 46 µM), without a hit: at the highest dose activity change, negative = cytotoxicity, usual class: inhibitors; also: potency is read from the fitted curve at half-maximal effect; % is scaled to controls: 0 for no effect and ±100 for the full control effect
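A549 ARE-Fluc cells in 5% FBS OPTI-MEM, 5000 cells/well, rested 2 h then exposed to compounds in concentration-response for 18-24 h at 37 °C. Viability by CellTiter-Fluor fluorescence (Ex 405/Em 525) after 30 min; luciferase luminescence (BugLite, 15 min, RT) read afterwards.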
HepG2 tox: counter-screen for TGF-b inhibitors: cytotoxicity in HepG2 cells. HepG2 CAGA-GFP viability, ATP luminescence, 18 h. Potency, µM (series often up to 46.1 µM), without a hit: at the top dose activity change, negative = cytotoxicity, actives largely listed as cytotoxic. 0.76% of 410,000 active. AID 588856; also: potency is read from the fitted curve at half-maximal effect; some results filed as inactive show a strong effect at the top dose
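HepG2 CAGA-GFP cells (1000/well, DMEM with 1% FBS) received compound, then TGF-beta at 500 pg/mL final, and were incubated 18 hours at 37 degrees C. Viability was read by CellTiter-Glo luminescence. Media-only wells were set as complete cell-killing and DMSO as no toxicity.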
Abeta rescue: compounds reversing amyloid beta toxicity in yeast | yeast expressing A-beta42, growth rescue, OD600, 48 h; response scale: 0% DMSO, 100% iron-clioquinol control | Potency, µM (titrated, usually from 46.1 µM), for the others: at the highest dose growth rescue, most hits filed as activators | 0.063% of 410,000 active; also: potency is read from the fitted curve at half-maximal effect; nearly all actives have a fitted effect of over 55% in size
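Growth rescue measured by 600 nm absorbance after 48 h yeast culture at 30 C with compound. Values normalized between DMSO and an equimolar ferric chloride plus clioquinol control.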
CCT chaperon mod: cytosolic chaperonin activity modulation. 0.3% of 360,000 active. activity change, % (concentration not given with the values), hits read low. purified chaperonin ATPase assay, HTRF ADP detection, 30 min; in the data active = activity change below about -30%; also: % is scaled to controls: 0 for no effect and ±100 for the full control effect
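We incubate TRiC, 40 or 20 nM final, with library compounds at 76 uM and 10 uM ATP for 30 min at 37 °C. ADP formed is detected with Transcreener HTRF reagents after 30 min at room temperature.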
Mm-Cpn inhibitor: inhibitors of Methanococcus maripaludis chaperonin (MmCpn); purified Mm-Cpn ATPase, ADP Transcreener TR-FRET; Potency, µM (highest dose often 76.9 µM), without a hit: top-dose activity, negative = inhibition, hits mostly inhibitors; 0.031% of 330,000 active; AID 504842; also: potency is read from the fitted curve at half-maximal effect; % is scaled to controls: 0 for no effect and ±100 for the full control effect; nearly all actives have a fitted effect of over 80% in size
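Eu-cryptate anti-ADP/ADP-d2 competition gives a ratio inversely related to ADP. Enzyme at 25 nM was pre-exposed to compound for 10 min, then given 10 uM ATP for 30 min, 37°C throughout.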
pAkt inh: inhibitors of Akt phosphorylation; AID 651550; Neuro2A IGF-stimulated pAkt S473 HTRF, 20 min; hits give low values; 0.32% of 360,000 active; activity change, % for hits at 50 µM; in the data active = activity change below about -80%; inconclusive = mostly about -51% to -80%; also: % is scaled to controls: 0 for no effect and ±100 for the full control effect
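Single-point screen (50 µM final compound) in Neuro2A cells stimulated 20 min with 6 nM IGF at 37 deg C. After lysis, Ser473-phosphorylated Akt read by HTRF (ex 330 nm, em 615/665 nm) as the 665/615 ratio.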
Nrf2 inh: Nrf2 pathway inhibition. A549 ARE-Fluc reporter, luciferase luminescence, 18-24 h. Potency, µM (doses to about 46 µM), without a hit: at the top dose activity change, negative = inhibition, most hits filed as inhibitors. AID 504444. 2.1% of 360,000 active; also: potency is read from the fitted curve at half-maximal effect; % is scaled to controls: 0 for no effect and ±100 for the full control effect; nearly all actives have a fitted effect of over 60% in size
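Nrf2 activity is the BugLite luminescence, read 15 min after reagent at room temperature, following CellTiter-Fluor cytotoxicity readout (30 min, 37C). Compound titrations were applied for 18-24 h to 5000 A549 ARE_Fluc cells/well in 5% FBS OPTI-MEM.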
TGFb SMAD3 inh: inhibitors of TGF-b signaling | HepG2 CAGA-GFP TGF-b/SMAD3 reporter, GFP fluorescence, 18 h; TGF-beta stimulated, 500 pg/mL final | 1.2% of 410,000 active | Potency, µM (titrated, usually from 46.1 µM), without a hit: at the top dose activity, negative = inhibition, usual class: inhibitors | AID 588855; also: potency is read from the fitted curve at half-maximal effect; % is scaled to controls: 0 for no effect and ±100 for the full control effect; nearly all actives have a fitted effect of over 65% in size
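Cell-based qHTS in HEPG2 carrying a CAGA-GFP Smad reporter; compounds added before 500 pg/mL final TGF-beta, 18 h incubation at 37 degrees C, GFP fluorescence quantified per cell by imaging cytometry.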
Starred values were filed as active, the others as inactive; i = inactive; ? = inconclusive; . = not tested or not shown; [ ] = remark or other dose. Unless noted, calls follow the shape of the dose curve; as a rule, active = well fitted curve in the direction sought with a large enough effect; inconclusive = small, poorly fitted or top-dose-only effect, or another doubt; inactive = no such curve, though single readings can be large; an effect the other way counts as inactive or inconclusive. A portion of the library; rates above refer to the full screens.

canonical_smiles	A549 viability	Mm-Cpn inhibitor	Nrf2 inh	TGFb SMAD3 inh	Abeta rescue	Nrf2 activator	HepG2 tox	pAkt inh	CCT chaperon mod
O=c1c(/C=N/N2CCOCC2)c(O)n(-c2ccccc2)c(=S)n1-c1ccccc1	7%	1%	16%	-8%	-10%	-0.1%	-17%	i	-2.5
CC(=O)OC1N=C(c2ccccc2)c2cc(Br)ccc2N(C)C1=O (configuration not stated)	-2%	-3%	5%	-18%	8%	-0.2%	-2%	i	1.3
O=C(CNC(=O)c1ccccc1)Nc1ccc(Br)cc1C(=O)c1ccccc1	-2%	-2%	?	-17%	-28%	1.9%	-34%	i	-2.6
Fc1ccc(C(OCCN2CCCC2)c2ccc(F)cc2)cc1	-12%	0%	5%	9%	9%	0.3%	-4%	i	1.9
COc1ccc(C(CC(=O)Nc2ccccn2)N2Cc3ccccc3C2=O)cc1 (configuration not stated)	-6%	2%	?	-2%	-3%	6.0%	-9%	i	-1.6
COC(=O)C1=C(c2cccc(OC)c2OC)C[C@@H]2CC[C@H]1N2C(=O)N1CCCCC1	-3%	.	-8%	?	-9%	0.9%	-2%	i	-1.2
C[C@]12CC[C@H](O)C[C@H]1CC[C@@H]1[C@@H]2CC[C@]2(C)C(=O)CC[C@@H]12	1%	2%	-7%	4%	-16%	0.6%	-25%	i	-1.7
C=CP(=O)(O)c1ccccc1	-2%	1%	.	12%	3%[9.22 µM]	0.0%	-19%	i	1.7
CCN1CCN(c2ncnc3ccc(Br)cc23)CC1	11%	-3%	-29%	-1%	-16%	-1.4%	1%	i	2.2
O=c1c(C=NCc2cccs2)c(O)n(C2CCCCC2)c(=O)n1C1CCCCC1	-3%	0%	?	5%	12%	-0.2%	-6%	i	1.0
CN(C(=O)CSc1nc2ccc(NC(=O)COc3ccccc3)cc2s1)c1ccccc1	-2%	.	?	?	-2%	3.6%	-19%	.	.
CN1CCC2(CC1)NC(=O)c1ccccc1N2	0%	-2%	0%	-1%	7%	-0.5%	-15%	i	-4.4
O=C1NC(=O)N(c2ccc3c(c2)OCO3)C(=O)/C1=C/c1ccc(N2CCCC2)o1	?	0%	7%	16%	2%	-0.2%	-2%	i	-0.4
Cc1nn(Cc2ccccc2)c(Cl)c1C(=O)O	-3%	2%	-1%	0%	6%	-0.6%	-6%	i	-1.7
C[C@H](CO)N1C[C@H](C)[C@@H](CN(C)Cc2ccc(Cl)c(Cl)c2)Oc2c(NC(=O)c3ccncc3)cccc2C1=O	-8%	0%	?	?	-11%	8.9%	-15%	i	-0.9
CCOC(=O)C1(c2ccccc2)CCN(CCC(C#N)(c2ccccc2)c2ccccc2)CC1	-19%	.	-7%	-13%	13%	3.7%	-13%	i	-0.6
CCOP(=O)(/C(C#N)=C(\C)O)c1ccccc1 (configuration not stated)	?	5%	10%	7%	-4%	-0.7%	3%	i	-6.4
ClCCN1CCSCC1	1%	.	2%	2%	-49%[inhibitor]	-0.4%	-8%	i	-1.1
NP(=O)(OCC(F)(F)F)Oc1ccc(Cl)cc1 (configuration not stated)	-15%	1%	-3%	-5%	9%	0.2%	-37%	i	0.4
CC12CCC(=O)C=C1C=CC1C2CCC2(C)C(O)CCC12 (configuration not stated)	-5%	.	?	24%	-21%	2.6%	19%	i	-1.1
O=c1[nH]c(=O)n(Cc2ccc(F)cc2)c(O)c1C=NCc1cccnc1	-1%	-2%	-18%	-3%	15%	-0.8%	0%	.	-0.1
COc1ccc(OC)c(CC(=O)N(C)C2CCCN(Cc3ccccc3F)C2)c1 (configuration not stated)	-5%	2%	-16%	-25%	3%	1.6%	-2%	i	0.5
Cc1ccc(C)c(NC(=O)Cn2c(=O)oc3cc(S(=O)(=O)NCc4ccccc4)ccc32)c1	-2%	.	0%	?	1%	-0.5%	-37%	.	.
Cn1c(O)c(C(=O)c2ccccc2Cl)c(=O)n(C)c1=O	0%	3%	-7%	-3%	-7%	-0.6%	0%	i	-3.1
COc1ccc(-c2ccc3c(c2)CNCc2cnnn2-3)cc1	.	.	.	-6%	-13%	-0.1%	-2%	i	-0.4
Cc1ccc(OCCOc2cccc(C=C3C(=O)NC(=O)NC3=O)c2)c(C)c1	-10%	-3%	?	6%	-7%	-2.1%	-2%	i	0.2
Cc1ccc2oc(-c3ccc(Cl)cc3)c(O)c(=O)c2c1	-7%	.	2%	?	-31%	3.9%	-17%	.	.
COC(=O)C1=C(c2ccc(-c3ccccc3)c(F)c2)C[C@@H]2CC[C@H]1N2C(=O)NCCCOC(C)C	-23%	-11%	16µM*	?	-14%	-0.4%	-46%	i	-2.9
Cc1cccc(N2C(=O)NC(=O)/C(=C\C=C\c3ccco3)C2=O)c1	-23%	-2%	-23%	8.9µM*	?	?	-38%	i	-2.2
NC(Cc1ccccc1)Cc1ccccc1	5%	-2%	-20%	2%	-22%	0.3%	5%	i	-3.0

Three entries already listed, sorted by length of the SMILES, rising.
canonical_smiles	A549 viability	Mm-Cpn inhibitor	Nrf2 inh	TGFb SMAD3 inh	Abeta rescue	Nrf2 activator	HepG2 tox	pAkt inh	CCT chaperon mod
COc1ccc(OC)c(CC(=O)N(C)C2CCCN(Cc3ccccc3F)C2)c1 (configuration not stated)	-5%	2%	-16%	-25%	3%	1.6%	-2%	i	0.5
Cc1ccc(C)c(NC(=O)Cn2c(=O)oc3cc(S(=O)(=O)NCc4ccccc4)ccc32)c1	-2%	.	0%	?	1%	-0.5%	-37%	.	.
COC(=O)C1=C(c2ccc(-c3ccccc3)c(F)c2)C[C@@H]2CC[C@H]1N2C(=O)NCCCOC(C)C	-23%	-11%	16µM*	?	-14%	-0.4%	-46%	i	-2.9

Carrying on.
canonical_smiles	A549 viability	Mm-Cpn inhibitor	Nrf2 inh	TGFb SMAD3 inh	Abeta rescue	Nrf2 activator	HepG2 tox	pAkt inh	CCT chaperon mod
Cc1c(C)c2ccc(OCC(=O)N3C[C@H]4C[C@@H](C3)c3cccc(=O)n3C4)c(C)c2oc1=O	23%	1%	-1%	1%	-7%	0.9%	6%	i	-1.7
c1ccc(C2c3ccccc3-n3nncc3CN2CC2CCCCC2)cc1 (configuration not stated)	6%	.	?	11µM*	-14%	10%	-10%	i	-0.9
O=c1[nH]c(CN2CC=C(c3ccccc3)CC2)nc2cc(C(F)(F)F)ccc12	3%	0%	-3%	11%	2%	5.2%	-20%	i	-9.3
O=P(C(=Nc1ccc(Cl)cc1)N1CCOCC1)(N1CCOCC1)N1CCOCC1	-14%	0%	11%	7%	2%	-0.7%	4%	i	1.6
Cc1cc([N+](=O)[O-])c(Cl)cc1NC(=O)C(C)C	2%	0%	3%	?	-7%	0.2%	10%	i	0.9
O=C(c1ccc(Cl)cc1)C1CCCN(Cc2cccc3ncccc23)C1 (configuration not stated)	-2%	-1%	?	?	9%	2.4%	-38%	i	-1.1
Cc1cccc(N2C(=O)NC(=O)/C(=C\c3cccn3-c3ccc(Cl)cc3)C2=O)c1	?	0%	?	?	12%	?	-18%	i	0.9
CC1CCCCN1C(=O)c1ccc(N2CC3CC(C2)c2cccc(=O)n2C3)c([N+](=O)[O-])c1 (configuration not stated)	-4%	2%	-3%	3%	-4%	0.5%	-27%	i	0.4
FC(F)(F)c1ccccc1CN1CCN(Cc2ccccc2)CC1	-5%	2%	13%	-25%	-8%	-0.4%	-71%	i	-0.8
Cc1ccc(S(=O)(=O)N(C)C[C@@H]2OCc3ccccc3-c3c(n(C)c4ccccc34)C(=O)N([C@H](C)CO)C[C@@H]2C)cc1	.	.	.	?	-3%	-0.4%	-22%	i	-1.0

Single entries from the results shown.
COc1ccc(-c2ccc3c(c2)CNCc2cnnn2-3)cc1 in CCT chaperon mod has -0.4
COc1ccc(C(CC(=O)Nc2ccccn2)N2Cc3ccccc3C2=O)cc1 (configuration not stated) in HepG2 tox has -9%

The list goes on.
canonical_smiles	A549 viability	Mm-Cpn inhibitor	Nrf2 inh	TGFb SMAD3 inh	Abeta rescue	Nrf2 activator	HepG2 tox	pAkt inh	CCT chaperon mod
CC(C)NC(C)C(=O)C12CC3CC(CC(C3)C1)C2 (configuration not stated)	0%	0%	-6%	-11%	-6%	2.7%	-23%	i	0.7
NS(=O)(=O)c1nc[nH]c1[N+](=O)[O-]	-1%	.	-8%	3%	-15%	-0.5%	-30%	i	-1.7
CCN1C[C@@]2(COC)C3[C@@H](OC)[C@H]4[C@@H]1[C@@]3(C1C[C@H]3[C@H](OC(=O)c5ccccc5)C1[C@]4(OC(C)=O)C[C@H]3OC)[C@@H](OC)C[C@H]2O (some centres not stated)	0%	.	-15%	3%	-17%	-0.8%	-16%	i	-2.1
O=C(Nc1ccc(Cl)cc1)O/N=C(\c1ccccc1)c1ccccn1	0%	1%	10%	-4%	8%	-0.4%	-17%	i	-3.7
C=CCC1(CCCCC)C(=O)NC(=S)NC1=O	-4%	.	7%	7%	2%	-0.3%	19%	i	-2.7
